# luminol inh ctr: quenches luminol chemiluminescence in Nox1 counter-screen. HRP/luminol/H2O2 chemiluminescence counterscreen. inhibition, % at 6.7 µM. 0.4% of 16,000 active. AID 1823; also: reference of the scale not given here
# Nox1 inh: inhibitors of human NADPH oxidase 1 (Nox1) | Q9Y5S8 | HT29 cells, luminol chemiluminescence ROS | inhibition, % at 6.7 µM | 0.81% of 16,000 active
# OPRK1 antag MB: antagonists of human kappa opioid receptor OPRK1, Maybridge library | inhibition, % at 9 µM | P41145 | 0.4% of 16,000 active | OPRK1 cells, antagonist mode, fluorescence readout; in the data active = inhibition above about 50%
# Target sequence (P41145 whole entry, looked up): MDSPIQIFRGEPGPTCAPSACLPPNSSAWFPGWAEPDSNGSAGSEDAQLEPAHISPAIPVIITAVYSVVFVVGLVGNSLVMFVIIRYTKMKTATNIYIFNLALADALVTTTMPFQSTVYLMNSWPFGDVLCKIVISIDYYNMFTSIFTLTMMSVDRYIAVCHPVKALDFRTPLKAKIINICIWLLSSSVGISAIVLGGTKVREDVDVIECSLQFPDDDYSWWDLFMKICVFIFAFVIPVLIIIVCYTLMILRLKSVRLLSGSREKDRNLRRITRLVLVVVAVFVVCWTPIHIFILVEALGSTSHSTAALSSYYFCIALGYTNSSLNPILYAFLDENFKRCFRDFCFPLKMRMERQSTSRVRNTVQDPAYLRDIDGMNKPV
# rat GALR2 ag: agonists of rat galanin receptor 2 (GALR2). O08726. cell-based GALR2 agonist screen. activation, % at 10 µM. 0.5% of 16,000 active; in the data active = activation above about 15%
# PME-1 Maybridge: inhibitors of human PME-1 in Maybridge library; 0.5% of 16,000 active; AID 2291; Q9Y570; inhibition, % at 9 µM; recombinant PME-1, FP-Rh probe fluorescence polarization; in the data active = inhibition above about 30%
# Target sequence (Q9Y570 whole entry, looked up): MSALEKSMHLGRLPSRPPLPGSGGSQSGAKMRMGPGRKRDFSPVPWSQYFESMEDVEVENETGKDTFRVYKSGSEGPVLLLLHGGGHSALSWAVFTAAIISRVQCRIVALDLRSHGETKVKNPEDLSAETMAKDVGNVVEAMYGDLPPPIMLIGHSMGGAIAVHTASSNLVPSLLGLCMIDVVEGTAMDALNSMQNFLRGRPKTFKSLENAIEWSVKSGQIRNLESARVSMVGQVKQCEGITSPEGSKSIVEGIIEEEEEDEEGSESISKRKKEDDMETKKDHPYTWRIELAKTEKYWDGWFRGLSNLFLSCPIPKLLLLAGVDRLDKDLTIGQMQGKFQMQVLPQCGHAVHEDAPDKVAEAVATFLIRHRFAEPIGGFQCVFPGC
# NOTCH agonist: agonists of NOTCH signaling | NOTCH signaling luciferase reporter cells, luminescence | activation, % at 2.5 µM | 0.4% of 15,000 active; in the data active = activation above about 2.2%
# TLR4 MyD88 blk: blocks binding of human TLR4 to MyD88 | Cell-based TLR4-MyD88 binding inhibition assay | 0.06% of 16,000 active | O00206 | AID 811 | inhibition, % at 10 µM; in the data active = inhibition above about 45%
# S1P1 ag: S1P1 (human) receptor agonism. S1P1 agonist cell-based reporter assay. activation, % at 4.5 µM. 1.5% of 16,000 active. AID 1044; in the data active = activation above about 80%
# An asterisk follows results filed as active; / = not tested or not shown. Rule as the data show it, unless noted: active = inhibition above about 75%; inactive = the rest.
# Screens in order – luminol inh ctr | Nox1 inh | OPRK1 antag MB | rat GALR2 ag | PME-1 Maybridge | NOTCH agonist | TLR4 MyD88 blk | S1P1 ag
> CCCS(=O)(=O)/C(C#N)=C/c1ccc(-c2ccc(OC)cc2)s1
  -7 | 20 | 12 | -5 | 1 | -0.5 | -4 | -6
> CCOC(=O)/C(C#N)=C1\NC(CO)C(c2ccccc2)O1 (stereo unspecified)
  -6 | 2 | 6 | -6 | 5 | -0.1 | -10 | -4
> COC(=S)NC(=O)/C=C/c1ccccc1
  8 | 3 | 14 | -6 | -44 | -0.5 | 5 | 7
> FC(F)(F)c1cccc(Nc2ncnc3c2cnn3-c2ccccc2)c1
  -4 | 12 | 5 | -7 | -176 | -0.2 | -10 | -4
> O=C(O)CSC(SCC(=O)O)c1cccs1
  0 | -72 | -5 | -6 | 1 | -0.6 | -6 | -8
> O=C(Nc1ccccc1C(=O)NNc1c(Cl)cc(Cl)cc1Cl)c1cccs1
  -1 | 7 | -23 | -11 | -43 | -0.7 | -16 | -1
> O=C(CCC(C(=O)O)N1C(=O)c2ccccc2C1=O)Nc1ccc2c(c1)COCO2 (stereo unspecified)
  -13 | -16 | -7 | -6 | -3 | 0.2 | -1 | 5
> c1ccc(C2=NNC(c3ccccc3)=NN2)cc1
  2 | -65 | 13 | -5 | -1 | -0.7 | 0 | -15
> COC(=O)CSC(=O)N/C=C/c1ccsc1
  -6 | 6 | 11 | -7 | 4 | 1.2 | -10 | 1
> Cc1nc(S(=O)(=O)Nc2ccc(S(=O)(=O)N3CCOCC3)cc2)cn1C
  -3 | -33 | 0 | -7 | 2 | 0.3 | 1 | -9
> CC(=O)c1ccc(Cl)c(N=Cc2cc(Br)cc(Br)c2O)c1
  2 | -18 | 20 | -8 | 0 | 0.6 | 11 | -7
> CNC(=O)NC(=O)CSc1nnc(-c2cccs2)n1-c1ccc(Cl)cc1
  -2 | -6 | 8 | -8 | 3 | -0.4 | 2 | -1
> Cn1c(CC2Sc3ccccc3NC2=O)nnc1SCC(=O)Nc1cccc(C(F)(F)F)c1 (stereo unspecified)
  93* | 17 | 15 | 14 | 6 | 0.2 | 8 | 18
> Brc1ccc(-c2csc(Nc3ccncc3)n2)cc1
  -1 | -23 | 68* | -7 | -1 | 0.2 | 24 | 65
> N#Cc1ccc(N2CCCN(S(=O)(=O)c3cccs3)CC2)nc1
  -4 | 14 | -5 | -7 | 12 | 0.2 | -9 | -17
> CC(C)(C)OC(=O)NCc1n[nH]c(=S)n1-c1ccccc1
  97* | 19 | 8 | -4 | 1 | -0.3 | 9 | -5
> CC(=O)Nc1ccc(S(=O)(=O)Oc2ccccc2Cl)cc1
  -4 | 30 | 3 | -5 | 2 | / | -10 | 5
> c1ccc(CSc2nccc(-c3ccc4c(c3)CCO4)n2)cc1
  4 | -39 | 9 | -6 | -7 | 0.0 | 1 | 67
> O=C(O)CC(CC(=O)Nc1ccc(-n2ccc(C(F)(F)F)n2)cc1)c1ccccc1 (stereo unspecified)
  4 | -30 | -3 | -6 | -1 | -0.5 | 10 | 7
> COc1ccc(Nc2ncnc3sc(-c4ccccc4)cc23)c(OC)c1
  7 | 20 | 21 | -5 | 8 | -0.7 | -1 | 16
> O=C(NCCN1CCNC1=O)c1sc2ccccc2c1Cl
  -2 | -15 | -18 | -8 | 4 | -0.7 | -9 | 5
> Cc1cc(C(=O)Nc2cc(C(F)(F)F)ccc2N2CCOCC2)nn1-c1ccccc1
  -2 | -53 | -14 | -5 | 1 | -0.2 | 4 | -6
> Cc1ccc(C(C)NC(=O)/C=C/c2ccccc2)c(C)c1 (stereo unspecified)
  0 | 15 | -14 | -8 | -3 | -1.9 | -3 | -6
> COc1cccc(C(=O)N/N=C(\C)c2ccccc2O)c1
  6 | -23 | -13 | -7 | -4 | 0.2 | 8 | 24
> CSc1nnc(-c2sc3nc(C)cc(C)c3c2N)n1Cc1ccccc1
  0 | 19 | -15 | 29* | 9 | 0.1 | -5 | 5
> O=C(c1cc(-c2cccs2)on1)N1CCCCC1
  3 | -20 | -1 | -6 | -5 | -0.4 | -2 | 14
> O=C(c1cccs1)N1CCc2ccccc2C1
  -6 | 18 | 9 | 34* | 6 | -0.1 | 3 | -2
> N#C/C(N)=C(/C#N)NCc1ccccc1Sc1ccc(Cl)cc1
  -1 | 1 | 7 | -6 | -10 | 0.1 | -2 | 37
> CS(=O)(=NS(=O)(=O)c1cccc2nsnc12)c1ccc(Cl)cc1 (stereo unspecified)
  -3 | 19 | 11 | -2 | 8 | -0.1 | 9 | 8
> CC(=O)N1CSCC1C(=O)NNS(=O)(=O)c1cccc(C(F)(F)F)c1 (stereo unspecified)
  4 | -34 | 2 | -5 | -1 | -0.4 | 2 | -14

# The last three records of the part before open the next one:
# Screens in order – luminol inh ctr | Nox1 inh | OPRK1 antag MB | rat GALR2 ag | PME-1 Maybridge | NOTCH agonist | TLR4 MyD88 blk | S1P1 ag
> N#C/C(N)=C(/C#N)NCc1ccccc1Sc1ccc(Cl)cc1
  -1 | 1 | 7 | -6 | -10 | 0.1 | -2 | 37
> CS(=O)(=NS(=O)(=O)c1cccc2nsnc12)c1ccc(Cl)cc1 (stereo unspecified)
  -3 | 19 | 11 | -2 | 8 | -0.1 | 9 | 8
> CC(=O)N1CSCC1C(=O)NNS(=O)(=O)c1cccc(C(F)(F)F)c1 (stereo unspecified)
  4 | -34 | 2 | -5 | -1 | -0.4 | 2 | -14
> Cc1oc(-c2ccc(Cl)cc2)cc1C(=O)NCc1ccccc1
  3 | -4 | -18 | -2 | -3 | 0.1 | -6 | 4
> O=C(NNC(=S)Nc1ccc(S(=O)(=O)N2CCCCC2)cc1)c1ccncc1
  13 | -15 | 6 | -5 | -2 | -0.1 | 7 | 2
> O=C1c2ccccc2C(=O)C1C(C[N+](=O)[O-])c1c(F)cccc1Cl (stereo unspecified)
  6 | -19 | -8 | 0 | 2 | -0.1 | 1 | 18
> O=C1C[C@H]2[C@H](CO)[C@@H](OC(=O)c3ccc(-c4ccccc4)cc3)C[C@H]2O1
  -3 | -4 | 15 | -7 | 2 | -0.6 | 0 | 21
> O=C(NCCCSCc1ccc(F)cc1)c1ccc(Cl)cc1
  0 | -28 | 2 | -5 | -1 | -0.1 | 3 | 1
> FC(F)(F)c1cccc(C=NCc2ccc(-c3cccs3)s2)c1
  0 | -20 | 2 | -5 | -4 | -0.5 | -4 | -8
> CC(C)(C)c1ccc(-c2nc(OS(=O)(=O)c3ccc(Cl)cc3)nn2-c2ccccc2)cc1
  -5 | -13 | -5 | -9 | -1 | -0.3 | -5 | -19
> CC(=O)c1ccccc1NC(C#N)c1ccccc1 (stereo unspecified)
  0 | 45 | -1 | -5 | -12 | 0.7 | -8 | 1
> CC(C)(C)OC(=O)N[C@@H](CCCN=C(N)N)C(=O)O
  -3 | -3 | 25 | -4 | 1 | -0.3 | 4 | -8
> O=C(N/N=C/c1cccnc1)N/N=C/c1cccnc1
  2 | -12 | 5 | -7 | 2 | 0.0 | -5 | 0
> O=C(CN1CCN(c2ccccc2)CC1)N1N=C2c3ccccc3CCC2C1c1cccs1 (stereo unspecified)
  3 | -19 | -2 | -5 | 11 | -0.5 | 3 | 8
> FC(F)(F)c1nnc2scc(-c3ccc(Cl)cc3)n12
  -1 | -56 | -11 | -6 | -4 | 0.1 | 5 | -5
> O=S(=O)(c1ccc2c(c1)CCO2)N1CCN(C2c3ccccc3-c3ccccc32)CC1
  -6 | 25 | -8 | -6 | 1 | -0.4 | -4 | 3
> Cc1nccc(-c2cccc(NC(=O)c3ccccc3Cl)c2)n1
  2 | -69 | -2 | 1 | -4 | -0.3 | 1 | -13
> Clc1ccc(SCc2ncon2)cc1
  -7 | -11 | 3 | -5 | 9 | 1.2 | 4 | 4

# 6 compounds already listed, ordered by the value under PME-1 Maybridge, ascending:
Compound,PME-1 Maybridge
CC(=O)c1ccccc1NC(C#N)c1ccccc1 (stereo unspecified),-12
Cc1oc(-c2ccc(Cl)cc2)cc1C(=O)NCc1ccccc1,-3
O=C(NNC(=S)Nc1ccc(S(=O)(=O)N2CCCCC2)cc1)c1ccncc1,-2
CC(C)(C)OC(=O)N[C@@H](CCCN=C(N)N)C(=O)O,1
O=C1c2ccccc2C(=O)C1C(C[N+](=O)[O-])c1c(F)cccc1Cl (stereo unspecified),2
Clc1ccc(SCc2ncon2)cc1,9

# (more compounds)
# Screens in order – luminol inh ctr | Nox1 inh | OPRK1 antag MB | rat GALR2 ag | PME-1 Maybridge | NOTCH agonist | TLR4 MyD88 blk | S1P1 ag
> Nc1ccccc1SCC(O)Cn1ccc2ccccc21 (stereo unspecified)
  -6 | -22 | -8 | -9 | 3 | / | 4 | 0
> CCOc1ccc(NC(=O)C(=O)c2cc(Br)ccc2NC(C)=O)cc1
  -7 | 1 | -24 | -2 | 4 | -0.6 | 1 | 20
> COc1ccccc1C(=O)Nc1cccc(Oc2c(F)c(F)c(F)c(F)c2F)c1
  2 | -24 | 1 | -8 | -12 | -0.9 | -4 | -25
> O=C(Nc1ccc(Cl)cc1)c1csnn1
  5 | -36 | 5 | -7 | -7 | -0.6 | 1 | 9
> O=C(/C=C/c1cccs1)NC(=S)Nc1ccccc1
  -3 | 37 | 0 | -2 | 4 | -0.6 | / | 18
> Clc1cc(Cl)c2nc(N3CCCCC3)sc2c1
  -1 | -16 | -6 | -7 | 0 | -0.2 | -11 | -7
> Clc1ccc(OCc2nnsc2Cl)c(Cl)c1
  -8 | 11 | 9 | -5 | 3 | -0.2 | 6 | -7
> Fc1ccccc1-n1nnnc1-c1cnccc1C(F)(F)F
  -2 | 8 | 5 | -9 | 0 | 0.8 | -13 | 6
> Cc1cc(NC(=O)C(=O)NC(=O)c2c(Cl)cccc2Cl)no1
  -1 | -18 | -4 | -6 | 1 | 0.2 | 9 | -3
> O=C(CN1CCN(c2ccc(C(F)(F)F)cn2)CC1)Nc1ccc2c(c1)OCO2
  2 | -53 | 5 | -7 | -2 | -0.6 | -5 | 8
> N/C(Cc1nc(-c2ccc(Cl)cc2)cs1)=N\O
  8 | -23 | -10 | -5 | 1 | -0.5 | 0 | -10
> S=c1nc(CCCCc2nc(=S)[nH][nH]2)[nH][nH]1
  9 | 41 | 12 | -1 | 2 | 0.4 | 42 | 1
> O=C1NC(=O)/C(=C/c2ccc(OS(=O)(=O)c3ccc(F)cc3F)cc2)N1
  -1 | 24 | 8 | -2 | 11 | 0.3 | -2 | 38
> Cc1noc(C)c1S(=O)(=O)NC(=O)c1cn2cc(C(F)(F)F)cc(Cl)c2n1
  -2 | -10 | 2 | -4 | 10 | 0.0 | -4 | -15
> N#C/C(=C\c1ccc(C#Cc2ccccc2)s1)C(=O)c1cccs1
  -5 | 5 | 4 | -5 | 7 | 0.3 | -1 | 11

# Continuation:
canonical_smiles	luminol inh ctr	Nox1 inh	OPRK1 antag MB	rat GALR2 ag	PME-1 Maybridge	NOTCH agonist	TLR4 MyD88 blk	S1P1 ag
O=C(Nc1ccccc1C(F)(F)F)N1CCCC1c1cccnc1 (stereo unspecified)	0	-8	-12	1	1	0.1	1	-3
Cn1c2c(c3c1CCCC3)CCCC2	0	-20	-8	-8	3	-0.6	1	-6
O=C(Nc1ccc(Cl)cc1)Nc1ccc(-c2cnco2)cc1	-2	-18	23	0	-4	0.0	-7	5
O=C1/C(=C/C2CCCCC2)CCCc2ccccc21	1	-49	-4	-5	2	0.3	-7	-26
O=[N+]([O-])c1ccc(Oc2ccc(Cl)cc2)nc1	-3	12	21	-5	4	0.6	-5	-2
CCOC(=O)c1c(C)nsc1N/N=C(\C#N)C(=O)c1ccc(Cl)cc1	24	74	40	-12	10	/	-27	113*
COCc1cc(=O)[nH]c(-c2ccc(C(F)(F)F)cn2)n1	3	-17	4	-8	1	0.1	7	9
Cc1cc(OC(=O)c2ccccc2)n(-c2ccccc2)n1	3	-67	6	-5	0	-0.5	6	4
CC(C)c1cc(Br)c(NC(=O)NCCN2CCNC2=O)c(Br)c1	-3	-14	-12	-8	-1	-0.4	-1	-4
O=[N+]([O-])c1cccc(/C=C/c2ccccn2)c1	-5	-10	-1	-8	3	-0.7	3	2
Cc1nnsc1C(=O)NC1CCN(Cc2ccccc2)CC1	-3	-27	18	-5	1	-0.2	8	-4
Cc1nnsc1C(=O)NNS(=O)(=O)c1c(C)noc1C	17	-12	-4	-6	1	-0.8	-4	1
FC(F)Oc1ccccc1C=Nc1ccc(Cl)cc1	-1	2	12	-4	1	0.0	1	0
COC(=O)c1sccc1S(=O)(=O)Nc1ncc(C)cc1Br	-1	-16	-4	-5	-1	-0.1	9	8
Cc1c(Br)cc2nsnc2c1C	2	-58	21	-8	-3	-0.6	5	5
N#CCc1ccc(OC(=O)c2cccnc2)cc1	-23	-56	-6	-5	3	-0.3	-3	-9
CNC(=O)NC(=O)CSc1nnc(Cc2ccccc2)n1-c1ccc(Cl)cc1	2	-48	7	-5	1	-0.8	2	1
Cc1cc(=O)n(C(NC(=O)c2ccccc2)C(=O)c2ccccc2)cn1 (stereo unspecified)	-5	-17	-10	-2	6	0.7	-10	6
COc1cc(/C=C2\NC(=O)NC2=O)ccc1O	6	-28	3	-4	1	-0.2	6	-8
CC(C)(COC(=O)c1ccc([N+](=O)[O-])o1)Nc1ccc(C(F)(F)F)cc1[N+](=O)[O-]	3	-50	8	-7	6	-0.1	3	-19
N/C(COc1ccc(-c2nnco2)cc1)=N\OC(=O)c1cccc(C(F)(F)F)c1	-5	-11	-4	-5	-3	-0.3	2	12
